Screens from PubChem BioAssay.
Salmonella PhoP GFP – PhoP regulon inhibitors, Salmonella typhi PhoP promoter GFP reporter, confirmatory (AID 1850) | Salmonella Typhi PhoP-promoter GFP reporter, fluorescence, 4 h; higher % means a stronger effect | one-dose inhibition, % at 50 µM; IC50 in µM for titrated hits | actives 0.33% (n = 310,000); in the data active = a potency from the dose series; inconclusive = inhibition mostly from about 25% at the one dose, without a potency; inactive = the rest, 99 in 100 with inhibition below about 19%;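 note: 0% = induced wells with vehicle and 100% = uninduced wells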
tuberculosis growth – growth inhibition of non-replicating M. tuberculosis (AID 488890); Mycobacterium tuberculosis non-replicating, growth inhibition; higher % means a stronger effect; actives 0.39% (n = 320,000); inhibition, % at 25 µM; hits with a dose series show IC50 in µM; in the data active = a potency from the dose series; inconclusive = inhibition mostly from about 82% at the one dose, without a potency; inactive = the rest, 99 in 100 with inhibition below about 76%;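 note: plate controls were DMSO cells for no effect and high antibiotic wells for full effect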
H37Rv inhibition – M. tuberculosis growth inhibition, HTS (AID 449762) | M. tuberculosis H37Rv growth inhibition, 7H9 media; higher % means a stronger effect | inhibition, % at 25 µM; hits with a dose series show IC50 in µM | actives 0.59% (n = 330,000); in the data active = a potency from the dose series; inconclusive = inhibition above about 70% without an active follow-up result;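 note: bacterial growth assessed after seven days of incubation; strong numbers were not always called active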
VEEV TC-83 Vero – inhibitors of VEEV TC-83 cytopathic effect, confirmation, Vero cells (AID 588727); inhibition, % at 20 µM, or IC50 in µM where a hit was titrated; Vero cells, VEEV TC-83 cytopathic effect inhibition; higher % means a stronger effect; actives 0.13% (n = 350,000); in the data active = a potency from the dose series; inconclusive = inhibition mostly from about 14% at the one dose, without a potency; inactive = the rest, 99 in 100 with inhibition below about 12%; note: strong numbers were not always called active
H1N1 NS1A inhibition – H1N1 influenza NS1A inhibitors, functional cell based assay (AID 504329); NS1A functional cell-based assay, percent inhibition; higher % means a stronger effect; one-dose inhibition, % at 12.5 µM; IC50 in µM for titrated hits; actives 0.3% (n = 340,000); in the data active = a potency from the dose series; inconclusive = inhibition above about 27% without an active follow-up result; note: strong numbers were not always called active
VEEV TC-83 Vero 10K pilot screen – recorded beside VEEV TC-83 Vero, whose call it bears; inhibition, %; measured here: 10K pilot screen inhibition
Active calls of the source: *; i = inactive; ? = inconclusive; / = no result given. This is a random part of the collection. Share with any hit: about 1.5%.

Start of the listing, in advance:
SMILES	Salmonella PhoP GFP	tuberculosis growth	H37Rv inhibition	VEEV TC-83 Vero	H1N1 NS1A inhibition	others
CC(C)CCNc1nc2c(c(=O)[nH]c(=O)n2C)n1CC(O)COC(C)C (centres undefined)	1%	2%	-1%	0.1%	3%
CCOc1ncccc1C(=O)OCC(=O)Nc1c(C)cccc1C	-1%	-1%	-6%	i	3%
COc1ccc(CCNC(=O)C(=O)NCC2OCCN2S(=O)(=O)c2ccc(F)cc2)cc1OC (centres undefined)	14%	13%	5%	0.0%	3%	VEEV TC-83 Vero 10K pilot screen=0.2
CCS(=O)(=O)N1Cc2ccccc2CC1C(=O)Nc1nccs1 (centres undefined)	4%	11%	8%	1.6%	-7%
COC(=O)c1sc2ccccc2c1C(=O)OC	/	/	/	2.9%	7%
CCCN(CC(=O)Nc1ccccc1C)C(=O)COc1ccc2c(c1)CCC2	-14%	24%	5%	4.0%	-10%

Results (from the top)
SMILES	Salmonella PhoP GFP	tuberculosis growth	H37Rv inhibition	VEEV TC-83 Vero	H1N1 NS1A inhibition	others
CC(C)CCNc1nc2c(c(=O)[nH]c(=O)n2C)n1CC(O)COC(C)C (centres undefined)	1%	2%	-1%	0.1%	3%
CCOc1ncccc1C(=O)OCC(=O)Nc1c(C)cccc1C	-1%	-1%	-6%	i	3%
COc1ccc(CCNC(=O)C(=O)NCC2OCCN2S(=O)(=O)c2ccc(F)cc2)cc1OC (centres undefined)	14%	13%	5%	0.0%	3%	VEEV TC-83 Vero 10K pilot screen=0.2
CCS(=O)(=O)N1Cc2ccccc2CC1C(=O)Nc1nccs1 (centres undefined)	4%	11%	8%	1.6%	-7%
COC(=O)c1sc2ccccc2c1C(=O)OC	/	/	/	2.9%	7%
CCCN(CC(=O)Nc1ccccc1C)C(=O)COc1ccc2c(c1)CCC2	-14%	24%	5%	4.0%	-10%
Cc1cc(C)n2c(SCC(=O)NCc3ccco3)nnc2n1	-8%	4%	6%	0.7%	-1%
CC(NC(=O)COc1ccccc1)C(c1ccccc1)N1CCN(C)CC1 (centres undefined)	-8%	7%	-3%	1.0%	-16%
CC(C)(C)NC(=S)NCc1ccc2c(c1)OCO2	-7%	-4%	4%	1.5%	3%
CCNC(=O)NC1(C(=O)N2CCC(Cc3ccccc3)CC2)CCCCC1	-3%	-3%	-8%	0.3%	-3%
Cc1cccc(CNc2ncc(-c3cccc([N+](=O)[O-])c3)n2C)c1	-10%	65%	6%	i	1%
Cc1ccc(OCCC(=O)OCC(=O)Nc2ccccc2)cc1	-5%	60%	-7%	3.1%	7%
CC1(C)[C@@H](O)CC[C@]2(C)C3C(O)C=C4[C@H]5C[C@@](C)(CO)CC[C@]5(C)CC[C@]4(C)[C@]3(C)CC[C@@H]12 (some centres undefined)	-9%	45%	-4%	2.3%	-4%
Cc1cnccc1CN(C)Cc1cn(C)nc1-c1ccc(Oc2ccccc2)cc1	-9%	19%	-3%	7.7%	-2%	VEEV TC-83 Vero 10K pilot screen=0.9
CCOc1cccnc1Sc1ccccc1	5%	9%	4%	i	-1%
O=C(COC(=O)c1c2c(nc3ccccc13)/C(=C\c1cccs1)CCC2)Nc1ccccc1Cl	-3%	9%	3%	6.6%	-6%
Cc1cccc(NS(=O)(=O)c2cccc(C(=O)N3CCN(C/C=C/c4ccccc4)CC3)c2)c1	/	28%	-12%	4.8%	-8%
COc1cccc(-c2nc(CS(=O)(=O)CC(=O)NCCCN3CCN(C)CC3)c(C)o2)c1	1%	/	-3%	0.7%	-17%
COC(=O)CSc1nc(-c2cccs2)ccc1C#N	-2%	52%	14%	i	-7%
COc1ccc(-n2c(C)n[nH]c2=O)cc1	-9%	2%	-1%	2.9%	4%
COc1ccc2nc(SCC(=O)Nc3nonc3C)[nH]c2c1	5%	10%	-4%	i	-1%
Cc1ccccc1NC(=O)CCS(=O)(=O)c1ccc(Br)s1	-1%	-12%	2%	0.6%	1%
Cn1cc(CCC(=O)N2CCCC(N3CCN(c4ccccc4F)CC3)C2)cn1 (centres undefined)	-1%	-13%	-1%	i	0%
Cc1cccc(C)c1NC(=O)CNC(=O)C(NC(=O)c1ccc(C(C)(C)C)cc1)C(C)C (centres undefined)	-2%	0%	-2%	5.0%	-1%
CN(C)S(=O)(=O)c1ccc(C(=O)Nc2nnc(-c3ccco3)o2)cc1	-5%	40%	70%	0.5%	-8%

(continued)
SMILES	Salmonella PhoP GFP	tuberculosis growth	H37Rv inhibition	VEEV TC-83 Vero	H1N1 NS1A inhibition	others
CC(=O)c1cccc(NC(=O)C23CC4CC(C2)CC(n2cncn2)(C4)C3)c1	-1%	2%	-5%	0.4%	-4%
CCCc1ccc(NS(=O)(=O)c2c(C)oc(C)c2C(=O)OC)cc1	4%	0%	-5%	i	-2%
CCS(=O)(=O)N1CCN(c2ccc(C(=O)N3CCOCC3)cc2[N+](=O)[O-])CC1	7%	-10%	0%	3.1%	12%
CCN(CC)CCOCCn1c(C)ccc1C	/	/	/	0.7%	13%
COc1ccc(OC)c(S(=O)(=O)Nc2ccccc2F)c1	12%	-7%	-10%	1.9%	-6%
COc1ccccc1CNCC(O)Cn1c2ccccc2c2ccccc21 (centres undefined)	-2%	?	?	i	3%
O=C(CNC(=O)c1ccc(Br)cc1)NCc1cccnc1	9%	-3%	4%	0.7%	-1%
CC1CC(NS(=O)(=O)c2cccs2)CC(C)(C)C1 (centres undefined)	8%	4%	-1%	0.3%	4%
CC(=O)c1cccc(NC(=S)N2c3ccccc3CC2C)c1 (centres undefined)	4%	11%	2%	1.2%	-6%
O=C(COc1ccc2ccccc2c1)Nc1ccccc1C(=O)O	15%	80%	15%	3.6%	6%
CCn1c(=S)sc2c(=O)n(CC(=O)Nc3ccc(OC)cc3)c(C)nc21	-5%	5%	-3%	i	0%
CCOCCCNC(=O)C(Cc1ccccc1)NS(=O)(=O)c1ccc2c(c1)c(=O)n(C)c(=O)n2C (centres undefined)	-15%	8%	-1%	1.7%	1%
CCOC(=O)N1CCN(CC(=O)c2ccc3c(c2)CCN3C(C)=O)CC1	-1%	-9%	-1%	0.1%	-8%	VEEV TC-83 Vero 10K pilot screen=1.1
COc1cc(C(=O)Nc2ccc(C)cc2)c(-n2cnnn2)cc1OC	2%	4%	1%	i	-10%
CCOC(=O)c1ccc(NC(=O)CN2CCN(c3ccccc3)CC2)cc1	3%	20%	47%	i	0%
COc1ccc(CCn2c(=N)c(S(=O)(=O)c3ccccc3)cc3c(=O)n4ccccc4nc32)cc1	-48%	-4%	8%	2.6%	-4%
CCSc1ccccc1C(=O)Nc1ccc(S(=O)(=O)NC(C)=O)cc1	3%	61%	12%	0.9%	2%
Cc1cccc(NC(=S)NC(=O)Cc2ccccc2)c1C	-2%	78%	6%	0.2%	7%
COc1ccc(NC(C)=O)cc1S(=O)(=O)NC(Cc1ccccc1)C(=O)O (centres undefined)	1%	-2%	3%	1.1%	-10%
N#Cc1c(N)nc2c(c1-c1ccco1)CCCCC2	-12%	6%	-3%	4.4%	1%
CC(C)(C)NC(=O)c1cccc2c1C(=O)c1ccccc1-2	1%	-6%	0%	i	5%
CCCC(=O)NCCCc1nc2ccccc2n1C	2%	-26%	-11%	0.0%	-7%
CCOC(=O)CCCC(=O)N1CCOCCOCCN(C(=O)CCCC(=O)OCC)CCOCCOCC1	13%	1%	-2%	0.7%	-3%
C[C@@H]1CC=C[C@H]2[C@H]1C(=O)N(Cc1ccccc1)[C@H]2c1ccc(/C=C/c2ccccc2)cc1F	0%	27%	36%	i	13%
OC(CN1CCNCC1)Cn1c2ccccc2c2ccccc21 (centres undefined)	-1%	26%	5%	0.4%	4%

(cont.)
SMILES	Salmonella PhoP GFP	tuberculosis growth	H37Rv inhibition	VEEV TC-83 Vero	H1N1 NS1A inhibition	others
COc1ccc(OC)c(S(=O)(=O)n2c([N+](=O)[O-])cnc2C)c1	-6%	3%	5%	i	-4%
CN(Cc1ccccc1)C(=O)c1ccc(NC(=O)Cc2ccc(NC(=O)C3CCN(C(=O)C4CCCC4)CC3)cc2)cc1	/	/	/	i	8%
O=C1c2ccccc2C(=O)N1CC(O)COc1ccc(Br)cc1 (centres undefined)	-4%	29%	1%	i	-4%
C=CCN(c1ccccc1)S(=O)(=O)c1cccc(C(=O)Oc2ccc3c(C)cc(=O)oc3c2)c1	-2%	68%	51%	i	-4%
O=C(NCCCCc1ccccc1)c1cccc(NC(=O)C2CC2)c1	/	/	/	1.2%	-5%
CC(=O)Nc1ncc(Sc2ccc([N+](=O)[O-])cc2)s1	/	/	/	2.5%	-22%
CCc1ccc(CNC(=O)C2CCN(S(=O)(=O)N3CC(C)CC(C)C3)CC2)cc1 (centres undefined)	4%	-2%	1%	1.8%	-4%
Cc1ccc(C(=O)NCCc2ccncc2)cc1	-3%	/	/	i	-3%
COc1cc(CN(CC(C)C)S(=O)(=O)c2ccccc2Br)cc(OC)c1	/	/	/	i	-5%
COc1ccc(C2=CC(c3ccc(F)cc3)n3nnnc3N2)cc1 (centres undefined)	11%	56%	7%	2.5%	6%
COc1cc(NC(=O)c2cc3c(Cl)nc4ccccc4c3s2)cc(OC)c1OC	-4%	-13%	?	11%	2%
O=C(O)c1cc2n(n1)CCN(Cc1ccccc1Cl)C2=O	-8%	2%	1%	7.6%	-6%
O=C(Cn1nnc(-c2ccc([N+](=O)[O-])cc2)n1)NNC(=O)c1ccccc1	-12%	-7%	1%	i	7%
O=C(NCCOc1ccccc1Cl)C(=O)NCCOc1ccccc1Cl	4%	0%	6%	0.1%	-4%
O=C(Nc1nnc(C2CCCCC2)s1)c1ccc(Br)s1	1%	0%	-2%	i	-3%
Cc1cccc(C(=O)C2CCOC(C)(C)C2)c1 (centres undefined)	5%	-16%	8%	1.4%	-6%
CCOC(=O)N1CCN(S(=O)(=O)c2cc(Cl)c(OC)cc2Cl)CC1	3%	-7%	9%	0.7%	29%
CCOc1ccc(NC(=O)CN(C)C(=O)c2c(-c3c(F)cccc3Cl)noc2C)cc1OCC	12%	10%	-10%	i	-1%
CCN1CCN(C(=O)C2=C(C(=O)O)CCCC2)CC1	-7%	2%	-10%	3.5%	-1%
CC1CCN(C(=O)c2[nH]cnc2C(=O)N[C@@H](C)c2ccccc2)CC1	/	-5%	-13%	0.0%	12%
COC(=O)c1ccc(NC(=O)CS(=O)(=O)c2ccccc2)cc1	0%	44%	3%	0.6%	2%
Cc1ccc(CNC(=O)CCS(=O)(=O)c2ccc(Br)s2)o1	-12%	7%	-9%	0.9%	2%
O=c1cc(CN2CCN(c3cccc(Cl)c3)CC2)c2cc3c(cc2o1)CCCC3	5%	2%	2%	i	-1%
CCOC(=O)C1CCN(c2ccc(C(=O)O)cc2[N+](=O)[O-])CC1	1%	11%	-7%	1.3%	3%
O=C(NCCCO)C(=O)c1c(-c2ccccc2)cc2ccccn12	-6%	5%	-3%	0.4%	-5%

Next section:
SMILES	Salmonella PhoP GFP	tuberculosis growth	H37Rv inhibition	VEEV TC-83 Vero	H1N1 NS1A inhibition	others
O=C(Cc1cccs1)N/N=C/c1ccco1	7%	12%	8%	i	-3%
C1=CCC(CN2CCNCC2)CC1 (centres undefined)	0%	-8%	-24%	0.9%	4%
COc1ccc(/C=N\NC(=O)c2ccccc2)cc1COc1ccc(F)cc1	-5%	10%	25%	9.8%	9%
O=C(COC(=O)C1CCN(c2ccc(C(F)(F)F)cn2)CC1)Nc1cccc(F)c1	9%	16%	9%	i	-1%
COc1ccc2cc(C(C)=O)c(=O)oc2c1	2%	12%	-1%	0.1%	-7%
COc1cc(OC)c2c(-c3ccccc3)cc(=O)oc2c1C(CC(=O)N1CCN(c2ccccc2)CC1)c1ccc(N(C)C)cc1 (centres undefined)	5%	16%	-10%	1.1%	-7%
Cc1ccc(NC(=O)CN(C)C(=O)c2cccc(Br)c2)cc1	-1%	-14%	2%	0.3%	-9%
CSCC[C@H](N)C(=O)N1CCC(C(=O)N[C@@H](C)C(=O)NCc2ccc(F)cc2)CC1	12%	-5%	-4%	0.4%	-6%
Cc1ccc(-n2c(SCC(=O)NCCN3C(=O)CSC3=O)nnc2-c2ccccc2F)cc1	-7%	-11%	-2%	0.1%	6%
COc1cccc(-c2cccc(NC(=O)C3CCN(Cc4ccc(CO)o4)CC3)c2)c1	-9%	12%	1%	0.9%	2%
c1ccc(CCCCc2ccccn2)cc1	/	/	/	1.3%	-19%
CC1(C)CC(=O)C(N=Nc2cccc(S(=O)(=O)N3CCOCC3)c2)=C(O)C1	-3%	5%	-2%	0.1%	20%
COc1ccccc1OCc1ccc(C(=O)N(C)C)o1	-6%	-10%	4%	0.9%	-14%
CNC(=O)C1Cc2ccccc2CN1S(=O)(=O)c1cccs1 (centres undefined)	1%	-13%	-6%	0.8%	-12%
